Assay outcomes from PubChem BioAssay.
MT1-MMP act inh = MT1-MMP (human) activation inhibition; AID 651647; HT1080 RFP-PRO-GFP cells, GFP/RFP ratio fluorescence, overnight; percent of plate control window, DMSO zero; actives 0.061% (n = 360,000); GFP/RFP ratio change, % at 20 µM; P50281;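 active = GFP/RFP ratio change of at least 30% with cell ATP level not reduced by more than half and red fluorescence within 50% of control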; also: strong numbers were not always called active
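Test system: HT1080 cells expressing an RFP-PRO-GFP fluorescent reporter construct / Compound dosing: single-point 20 µM compound, 1% DMSO / Schedule: cells overnight before dosing, compound overnight, 37 °C, 5% CO2 / Evaluation: GFP/RFP fluorescence ratio / Control set: DMSO and RFP-L50D-GFP cell wells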
Rin1-Abl PPI inh = human Rin1-Abl interaction inhibition; inhibition, % at 7.35 µM; actives 0.4% (n = 360,000); P00519+Q13671; TR-FRET Rin1/Abl binding, biochemical; AID 588664; in the data active = inhibition above about 5%, passing the limit was not always enough
Rpn11 inh = Rpn11 (human) deubiquitinase inhibition. O00487. human 26S proteasome, Ub4-pepOG fluorescence polarization; 20S core pre-blocked with epoxomicin. calls only at 20 µM. actives 0.59% (n = 360,000);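 active = inhibition at 20 µM, scaled to each plate's controls, above about 33%, limit read from the data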
CSN inh = inhibitors of human CSN-mediated cullin deneddylation. actives 0.38% (n = 360,000). AID 651999. inhibition, % at 12.5 µM. Purified CSN, SCF-Nedd8-OG deneddylation, fluorescence polarization. Q92905;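 active = pattern-corrected inhibition above about 35%, with an unprinted fluorescence ratio check between 0.5 and 1.5, limit read from the data, passing the limit was not always enough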;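 also: 0% = enzyme with substrate and 100% = substrate without enzyme; some results filed as inactive read as strong as hits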
Target sequence (Q92905 whole entry, looked up, one chain of several): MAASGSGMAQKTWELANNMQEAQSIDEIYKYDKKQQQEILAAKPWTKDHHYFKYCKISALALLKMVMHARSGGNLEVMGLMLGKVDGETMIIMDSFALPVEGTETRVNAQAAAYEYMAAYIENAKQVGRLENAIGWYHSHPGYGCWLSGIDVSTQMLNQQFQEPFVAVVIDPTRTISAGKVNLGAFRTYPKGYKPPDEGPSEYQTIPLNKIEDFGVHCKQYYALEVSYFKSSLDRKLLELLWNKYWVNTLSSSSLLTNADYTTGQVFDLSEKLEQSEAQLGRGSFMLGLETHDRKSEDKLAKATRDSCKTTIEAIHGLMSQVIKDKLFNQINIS
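Schedule: reaction 90 min, room temperature / Assay system: HEK293T-derived human Csn5 enzyme / Input: Csn5 at 0.24 nM final / Measure: inhibition of Csn5 cleavage, % / Control set: substrate-only high control, full reaction low control / Technique: fluorescence polarization of the substrate / Buffer or medium: Tris/NaCl/DTT buffer, pH 7.5 / Reagent: SCFSkp2-Nedd8OG substrate at 10 nM final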
PABP1 MLLE inh = inhibitors of microRNA-mediated deadenylation, human PABP1 MLLE binding | P11940 | GST-MLLE / FITC-PAM2 fluorescence polarization | inhibition, % at 20 µM | actives 0.36% (n = 360,000) | AID 588489; in the data active = inhibition above about 35%, passing the limit was not always enough;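 also: plate controls were DMSO wells with GST-MLLE for no effect and wells lacking GST-MLLE protein for full effect; some results filed as inactive read as strong as hits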
Target sequence (P11940 whole entry, looked up): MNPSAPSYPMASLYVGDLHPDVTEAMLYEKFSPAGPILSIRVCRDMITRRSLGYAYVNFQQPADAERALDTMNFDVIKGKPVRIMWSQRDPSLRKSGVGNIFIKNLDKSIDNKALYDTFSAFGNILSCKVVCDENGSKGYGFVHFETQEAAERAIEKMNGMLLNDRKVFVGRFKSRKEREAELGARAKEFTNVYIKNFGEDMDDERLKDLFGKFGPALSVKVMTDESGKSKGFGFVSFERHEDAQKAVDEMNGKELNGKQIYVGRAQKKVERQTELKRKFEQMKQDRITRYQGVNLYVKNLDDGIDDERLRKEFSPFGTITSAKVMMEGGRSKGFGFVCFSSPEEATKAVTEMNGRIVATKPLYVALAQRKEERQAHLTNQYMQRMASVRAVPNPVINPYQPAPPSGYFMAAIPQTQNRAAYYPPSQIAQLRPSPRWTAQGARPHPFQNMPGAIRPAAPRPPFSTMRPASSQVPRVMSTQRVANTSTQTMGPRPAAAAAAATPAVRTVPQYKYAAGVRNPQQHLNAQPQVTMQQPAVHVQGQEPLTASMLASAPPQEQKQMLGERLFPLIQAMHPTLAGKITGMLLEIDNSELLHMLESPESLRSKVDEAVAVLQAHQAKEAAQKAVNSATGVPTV
MsrA inhibitor = inhibitors of bovine MsrA. purified bovine MsrA, absorbance read-out. inhibition, % at 15.5 µM. actives 0.75% (n = 360,000). AID 651718; in the data active = inhibition above about 4.5%;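 also: 0% = vehicle wells with enzyme and 100% = reference inhibitor wells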
E coli Lon inh = inhibitors of E. coli Lon protease. inhibition, % at 7.94 µM. purified E. coli Lon protease, fluorescence polarization. actives 0.42% (n = 360,000); in the data active = inhibition above about 13%, passing the limit was not always enough;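 also: 0% = enzyme with probe and DMSO and 100% = no enzyme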
FAS TE block = inhibitors of human fatty acid synthase thioesterase domain; P49327; actives 0.67% (n = 360,000); inhibition, % at 15 µM; recombinant FAS-TE, OMFH fluorogenic substrate, fluorescence endpoint; AID 602261;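 active = compounds whose normalised, plate-corrected inhibition of enzyme fluorescence in the single-dose primary screen is 50% or more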;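 also: 0% = DMSO with enzyme and 100% = substrate without enzyme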
MsrA act = activates bovine MsrA enzyme; purified bovine MsrA, absorbance read-out; activation, % at 10.6 µM; actives 0.3% (n = 360,000); AID 602163; in the data active = activation above about 7.5%;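 also: 0% = vehicle and 100% = reference activator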
The depositor's hits bear a star; i = inactive; x = not tested or not shown.

Sequence of screens – MT1-MMP act inh	Rin1-Abl PPI inh	Rpn11 inh	CSN inh	PABP1 MLLE inh	MsrA inhibitor	E coli Lon inh	FAS TE block	MsrA act
1. COCCNC(=O)NC12CC3(C)CC(C)(CC(C)(C3)C1)C2
→ 5	4	i	2	-12	-1.2	-3	-2	0
2. O=C(CCc1nc(-c2ccccc2)c(-c2ccccc2)o1)OCc1ccc(Cl)cc1
→ 2	-2	i	-3	9	2.5	9	23	-6
3. COc1cccc(-c2nc3n(n2)CCc2ccccc2-3)c1
→ -5	1	i	8	2	-0.7	2	-2	-9
4. CC1CN(C(=O)CN2C(=O)NC3(CCCCCCC3)C2=O)CC(C)O1 (stereo not given)
→ -7	0	i	4	-8	-0.8	-7	-5	-9
5. C=CCc1cccc(C=Nc2cccn3cc(-c4ccccc4)nc23)c1O
→ 1	5	i	-6	5	0.9	-3	17	-7
6. CC(=O)C1=CCC(c2ccccc2Cl)N(S(=O)(=O)c2ccc(C)cc2)C1 (stereo not given)
→ -1	3	i	6	-11	0.3	-3	37	-10
7. CCOc1ccc(N(Cc2cc3cc(OC)ccc3[nH]c2=O)C(=O)C2CCCO2)cc1 (stereo not given)
→ -3	2	i	8	9	0.7	0	-4	-7
8. CCCCCCCCNS(=O)(=O)CCNCc1ccccc1OC
→ 7	-2	i	-3	5	-0.3	-10	2	-2
9. CCOC(=O)C1=C(O)/C(=C\c2ccc(CNS(=O)(=O)c3ccc(Br)cc3)o2)N=C1C
→ -11	-3	i	52*	-21	1.0	-10	-7	-5
10. COc1ccccc1S(=O)(=O)N(C)C[C@@H]1OCc2cnnn2CCCC(=O)N([C@H](C)CO)C[C@H]1C
→ 1	-1	i	0	-11	0.1	-9	-4	-3

Next section; the last 3 above are carried over.
Sequence of screens – MT1-MMP act inh	Rin1-Abl PPI inh	Rpn11 inh	CSN inh	PABP1 MLLE inh	MsrA inhibitor	E coli Lon inh	FAS TE block	MsrA act
8. CCCCCCCCNS(=O)(=O)CCNCc1ccccc1OC
→ 7	-2	i	-3	5	-0.3	-10	2	-2
9. CCOC(=O)C1=C(O)/C(=C\c2ccc(CNS(=O)(=O)c3ccc(Br)cc3)o2)N=C1C
→ -11	-3	i	52*	-21	1.0	-10	-7	-5
10. COc1ccccc1S(=O)(=O)N(C)C[C@@H]1OCc2cnnn2CCCC(=O)N([C@H](C)CO)C[C@H]1C
→ 1	-1	i	0	-11	0.1	-9	-4	-3
11. Cn1c(=O)oc2cc(S(=O)(=O)NC3CCN(Cc4ccccc4)CC3)ccc21
→ 1	2	i	-2	-4	0.8	-9	-2	-1
12. CC(=O)Nc1ccc(SCC(=O)Nc2ccccc2N2CCOCC2)cc1
→ 1	0	i	6	-8	-0.1	-6	-5	-2
13. COc1ccc2nc(SCC(=O)N3CC(=O)Nc4ccccc43)c(C#N)cc2c1
→ -112	0	i	6	-1	-0.1	-26	17	-10
14. Nc1ccc(N=Nc2ccc(O)cc2)c(N)n1
→ 45	-9	i	9	-5	1.0	-22	-2	-1
15. Cc1cnc(NC(=O)c2c(-c3ccccc3)noc2C)s1
→ -1	-1	i	4	0	0.9	-2	0	-5
16. CC(C)(C)CNc1cc(N2CCOCC2)ccc1[N+](=O)[O-]
→ 3	-5	i	2	9	0.5	2	14	-5
17. Cc1ccc(S(=O)(=O)N2CCCC(N3CCOCC3)C2)cc1Cl (stereo not given)
→ -1	1	i	-2	2	0.3	5	-6	-5
18. N#Cc1nc(-c2ccccc2Cl)oc1NCc1ccco1
→ 2	-4	i	1	-1	0.2	10	19	0
19. NNc1nc(-c2ccccc2)cc(-c2ccc(Br)cc2)n1
→ 1	-2	i	0	-7	1.2	-2	-7	-7
20. CCn1c(O)c(/C=C2\C=Nc3ccccc32)sc1=Nc1ccccc1
→ 5	-1	i	1	-8	-1.6	-9	15	-6
21. Cc1ccc(/C=N/NC(=O)Cn2nnc(N)n2)o1
→ -2	-4	i	0	-5	0.4	5	-3	-4
22. OCc1cccc(-c2csc(C(O)c3ccco3)n2)c1 (stereo not given)
→ -2	-1	i	10	-7	0.8	-4	-5	-6
23. CCOc1ccc2[nH]c(=O)c(CN(Cc3nnnn3CCc3ccccc3)CC3CCCO3)cc2c1 (stereo not given)
→ -1	-2	i	-1	10	-0.7	-1	-5	-7
24. CCN(CCCNC(=O)Cn1ncc2c([nH]c3ccc(C)cc32)c1=O)c1cccc(C)c1
→ 2	-2	i	-1	0	x	-12	-5	-6
25. Nc1cc(N)nc(SCC(=O)Nc2ccccc2N2CCOCC2)n1
→ 1	2	i	0	10	0.0	-9	-4	-3
26. COc1ccc(Cl)cc1NC(=O)c1cccc([N+](=O)[O-])c1O
→ 27	-1	i	5	-9	1.2	-3	-3	-2
27. CCOC(=O)C1=C(C)N=C2SC(C)C(=O)N2C1c1ccc(OC(C)=O)c(OC)c1 (stereo not given)
→ 2	2	i	5	37	1.4	-4	-7	-4
28. COC(=O)C1(C)NC(c2cccs2)C2C(=O)N(c3ccccc3F)C(=O)C21 (stereo not given)
→ -2	2	i	-1	12	-1.3	0	-4	0
29. CCCCOC(=O)c1ccc(NC(=O)C(=O)NCCN(CC)CC)cc1
→ 5	-1	i	3	-2	0.5	12	-4	-7
30. CC1CC(C)CN(C(=O)/C=C/c2ccc(S(=O)(=O)N3CCOCC3)cc2)C1 (stereo not given)
→ 8	0	i	-1	4	0.2	7	0	-2

Complete entries from above. Values in the order: MT1-MMP act inh	Rin1-Abl PPI inh	Rpn11 inh	CSN inh	PABP1 MLLE inh	MsrA inhibitor	E coli Lon inh	FAS TE block	MsrA act
`Nc1cc(N)nc(SCC(=O)Nc2ccccc2N2CCOCC2)n1` across the screens: 1	2	i	0	10	0.0	-9	-4	-3
`CCN(CCCNC(=O)Cn1ncc2c([nH]c3ccc(C)cc32)c1=O)c1cccc(C)c1` across the screens: 2	-2	i	-1	0	x	-12	-5	-6
`Cc1ccc(/C=N/NC(=O)Cn2nnc(N)n2)o1` across the screens: -2	-4	i	0	-5	0.4	5	-3	-4
`CC1CC(C)CN(C(=O)/C=C/c2ccc(S(=O)(=O)N3CCOCC3)cc2)C1` (stereo not given) across the screens: 8	0	i	-1	4	0.2	7	0	-2
`CCOC(=O)C1=C(C)N=C2SC(C)C(=O)N2C1c1ccc(OC(C)=O)c(OC)c1` (stereo not given) across the screens: 2	2	i	5	37	1.4	-4	-7	-4

More entries.
Sequence of screens – MT1-MMP act inh	Rin1-Abl PPI inh	Rpn11 inh	CSN inh	PABP1 MLLE inh	MsrA inhibitor	E coli Lon inh	FAS TE block	MsrA act
31. CCn1c(=NC(=O)CS(=O)(=O)c2ccccc2)sc2cccc(OC)c21
→ -2	-3	i	3	-5	-0.1	-14	11	-5
32. Cc1nn(C2CCS(=O)(=O)C2)c(C)c1CN(C)C(=O)c1cccc(Cl)c1 (stereo not given)
→ -3	1	i	-4	-5	0.4	-8	-10	-6
33. O=C(O)C1C2CCC(C2)C1C(=O)NCCCn1ccnc1 (stereo not given)
→ 0	1	i	-3	3	0.9	-10	-2	-3
34. CN(CC(=O)Nc1ccccc1Br)C(=O)c1sccc1-c1ccccc1
→ 2	1	i	-5	18	0.6	-15	10	-5
35. O=C(NC(=S)NNC(=O)c1ccccc1[N+](=O)[O-])c1ccc(Br)cc1
→ 0	1	i	1	18	-1.5	-1	0	10.0*
36. COCC(=O)N1CCC(Oc2ccc(C(=O)NC(C)c3nc(C)sc3C)cc2)CC1 (stereo not given)
→ -1	-3	i	6	2	-1.1	0	-3	-1
37. Cc1cc(C)nc(SCC(=O)OCC(=O)Nc2nc3ccccc3s2)n1
→ -6	1	i	-1	-9	0.4	-8	-9	-1
38. Cc1cc(C)c(S(=O)(=O)c2ccccc2F)c(=O)[nH]1
→ 1	3	i	-2	6	1.3	-1	-3	-3
39. CCOc1cc(N2CCOCC2)c(OCC)cc1NC(=O)CN1C(=O)N(C)C2(CCCCC2)C1=O
→ 3	1	i	0	-6	-0.5	14	-1	-7
40. O=C(NCc1ccncc1)c1cn(-c2ccccc2)nc1-c1cccnc1
→ 3	1	i	-4	-4	-1.3	6	-3	-2
41. O=C(COC(=O)c1cccc(S(=O)(=O)N2CCCC2)c1)Nc1ccccc1Cl
→ -3	-5	i	-6	5	-1.5	-15	17	-2
42. CC[C@@H]1C=C(C(=O)O)[C@H](c2ccc(C#N)cc2)N1S(=O)(=O)c1ccc(C)cc1
→ 8	-4	i	-1	14	1.2	-2	-8	-2
43. Clc1ccc(-c2csc(-c3ccncc3)n2)cc1
→ -2	-5	i	-1	11	0.9	14	26	-4
44. CCCCN(CCCC)C(=S)NC(=O)C(C)(C)C
→ -2	2	i	1	-2	-0.4	9	-10	2
45. COCCCNc1nc2c(c(=O)[nH]c(=O)n2C)n1CC(O)COc1ccccc1 (stereo not given)
→ 1	-2	i	2	3	-0.7	-12	-6	0
46. N#Cc1ccc(C(=O)Nc2nc(-c3cccs3)c(C(=O)C(F)(F)F)s2)cc1
→ -14	-2	i	5	5	0.9	-2	14	-2
47. Cc1nnc(SCCn2c(N3CCCCC3)nc3c2c(=O)n(C)c(=O)n3C)s1
→ 0	2	i	-1	-12	-0.1	-4	-5	-1
48. CCN(CC)C(=O)Cn1cc(S(=O)(=O)CC(=O)NCc2ccc(F)cc2)c2ccccc21
→ -2	-2	i	2	1	0.2	-2	-4	0
49. CC1CC(C)CN(C(=O)COC(=O)c2cc3ccccc3cc2O)C1 (stereo not given)
→ 1	-2	i	-2	-4	0.0	11	18	-2
50. OC(C#CCN1CCCCCC1)(c1ccccc1)c1cccnc1 (stereo not given)
→ -1	0	i	-1	-10	0.2	-7	-2	0
51. CCOc1ccc(NC(=O)N2CCC(NC(=O)C(Cc3ccccc3OC)NC(C)=O)CC2)cc1 (stereo not given)
→ 3	1	i	-1	-3	-0.4	7	-3	-5
52. CCCCn1c(SCC(=O)N(CC)C2CCS(=O)(=O)C2)nc2cc(S(N)(=O)=O)ccc21 (stereo not given)
→ -4	2	i	7	-37	1.2	6	-2	-13
